GSH bead fluor: GSH bead compound fluorescence profile. GSH beads flow cytometry, compound fluorescence 488/530 nm; stronger effect = higher value. fluorescence (KMESF) at 10 µM. 190,000 compounds, 0.25% hits. AID 1776; in the data active means fluorescence above about 89;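 further: glutathione beads carrying GST-tagged Bcl family fusion proteins plus one bare bead set; values are compound well signal with DMSO vehicle wells as background; inactives centre near 16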
RGS4-Gao reg: modulates binding of RGS4 to human Galphao. binding response (% of control), % at 10 µM. AID 1415. Multiplexed bead flow cytometry; actives lie on both sides. 220,000 compounds, 0.33% hits. P09471; in the data active means binding response below about 49% or above about 150%; inactive means in between;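 further: fluorescent Galphao activated with aluminum fluoride binding bead-coupled RGS4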
Bcl-W Bim block: inhibitors of Bim-Bcl-W interaction, human | Q92843 | bead-based flow cytometry, Bim peptide-Bcl-W binding | inhibition, % at 10 µM | 190,000 compounds, 0.02% hits | AID 952;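 further: 0% = bound tracer without compound and 100% = peptide blocker; higher means less fluorescent Bim peptide bound to Bcl-W beads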
Target sequence (Q92843 whole entry, looked up): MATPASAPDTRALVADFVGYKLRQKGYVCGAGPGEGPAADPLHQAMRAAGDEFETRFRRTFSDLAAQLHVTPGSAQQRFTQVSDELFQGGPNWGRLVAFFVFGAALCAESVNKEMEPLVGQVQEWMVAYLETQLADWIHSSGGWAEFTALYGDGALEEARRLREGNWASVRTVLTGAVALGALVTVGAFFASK
Bim-Bcl-B: disrupts Bim peptide binding to human Bcl-B | Q9HD36 | bead-based flow cytometry | inhibition, % at 10 µM | 190,000 compounds, 0.073% hits | AID 951;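 further: 0% = tracer peptide without compound and 100% = reference inhibitor peptide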
Bfl-1 Bim block: disrupts Bim binding to human Bfl-1; 190,000 compounds, 0.12% hits; inhibition, % at 10 µM; AID 1008; Q16548; Bead-based flow cytometry, Bim-Bfl-1 binding inhibition;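 further: 0% = wells without compound plus tracer and 100% = blocker peptide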
Bcl-XL Bim block: inhibitors of Bim-Bcl-XL interaction, human. Q07817. Bim peptide-Bcl-XL binding, bead flow cytometry, fluorescence. inhibition, % at 10 µM. 190,000 compounds, 0.04% hits
Target sequence (Q07817 whole entry, looked up): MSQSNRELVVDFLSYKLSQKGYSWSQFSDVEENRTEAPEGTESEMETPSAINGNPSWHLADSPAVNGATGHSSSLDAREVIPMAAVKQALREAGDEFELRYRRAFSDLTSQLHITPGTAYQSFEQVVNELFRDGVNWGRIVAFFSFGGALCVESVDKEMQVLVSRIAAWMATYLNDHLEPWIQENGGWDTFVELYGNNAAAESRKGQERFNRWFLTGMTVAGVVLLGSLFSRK
RGS8-Gao reg: human RGS8-Galphao interaction regulation | 220,000 compounds, 0.34% hits | response (percent of control binding), % at 10 µM | P09471 | multiplexed bead flow cytometry, RGS8-Galphao binding; actives lie on both sides; in the data active means response below about 60% or above about 140%; inactive means in between;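 further: Galphao activated as the GDP aluminium fluoride complex binding bead-coupled RGS8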
Bim-Mcl-1: disrupts Bim peptide binding to human Mcl-1 | AID 1009 | Bead-based flow cytometry, Bim peptide-Mcl-1 binding | Q07820 | inhibition, % at 10 µM | 190,000 compounds, 0.1% hits;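 further: 0% = no compound tracer wells and 100% = peptide blocker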
Target sequence (Q07820 whole entry, looked up): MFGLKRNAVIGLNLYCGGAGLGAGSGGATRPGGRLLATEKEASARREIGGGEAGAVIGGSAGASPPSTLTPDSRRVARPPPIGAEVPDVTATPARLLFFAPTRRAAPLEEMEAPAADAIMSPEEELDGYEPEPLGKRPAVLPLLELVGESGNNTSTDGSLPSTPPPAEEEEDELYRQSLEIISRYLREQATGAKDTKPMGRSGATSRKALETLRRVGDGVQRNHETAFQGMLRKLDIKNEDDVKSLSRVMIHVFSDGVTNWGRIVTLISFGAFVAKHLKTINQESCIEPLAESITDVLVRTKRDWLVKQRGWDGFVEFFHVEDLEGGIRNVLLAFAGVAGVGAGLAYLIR
RGS7-Gao reg: regulators of human RGS7-Galphao interaction; binding response (% of control), % at 10 µM; AID 1439; 220,000 compounds, 0.35% hits; Multiplexed bead flow cytometry, RGS7-Galphao binding; actives lie on both sides; in the data active means binding response below about 49% or above about 150%; inconclusive means no clear call, values can overlap the other calls; inactive means in between;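 further: fluorescent Galphao held in activated GDP-AlF4 state binding bead-coupled RGS7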
Bcl-2 Bim block: disrupts Bim peptide binding to human Bcl-2; 190,000 compounds, 0.06% hits; Bead-based flow cytometry, Bim peptide-Bcl-2 binding; inhibition, % at 10 µM; P10415; in the data active means inhibition above about 40%; inconclusive means no clear call, values can overlap the other calls;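 further: 0% = no compound wells with probe peptide and 100% = reference peptide inhibitor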
Target sequence (P10415 whole entry, looked up): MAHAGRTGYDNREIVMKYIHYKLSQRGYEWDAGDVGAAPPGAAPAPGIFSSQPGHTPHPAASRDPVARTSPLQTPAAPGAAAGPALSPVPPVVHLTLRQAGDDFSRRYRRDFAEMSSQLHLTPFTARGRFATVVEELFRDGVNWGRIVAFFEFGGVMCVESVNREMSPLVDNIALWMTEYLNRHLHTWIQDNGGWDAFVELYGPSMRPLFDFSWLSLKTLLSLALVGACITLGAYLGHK
Mcl1-Bid inh: Mcl-1/Bid interaction inhibition | TR-FRET Mcl-1/Bid-Dy647 peptide binding, 1536-well | inhibition, % at 21.7 µM | 220,000 compounds, 0.97% hits | AID 1021;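 active means compounds that cut the binding signal by more than half at the single screening dose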;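 further: His-tagged Mcl-1 with europium anti-His antibody binding Bid BH3 peptide; 0% = Mcl-1 plus peptide wells and 100% = peptide-only wells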
Numbers without * were called inactive; ? = inconclusive; nt = not tested or not shown. Unless noted, no stated cut-off is given here; in the data, active means inhibition above about 40%.

SMILES	GSH bead fluor	RGS4-Gao reg	Bcl-W Bim block	Bim-Bcl-B	Bfl-1 Bim block	Bcl-XL Bim block	RGS8-Gao reg	Bim-Mcl-1	RGS7-Gao reg	Bcl-2 Bim block	Mcl1-Bid inh
O=C(NCc1cc(C(F)(F)F)cc(C(F)(F)F)c1)C1CC(c2c(Cl)cccc2Cl)=NO1 (configuration not stated)	23	99.0	3.0	-5.0	-11.0	0.0	100.7	-1.0	99.3	0.0	-1.6
O=C(c1cccc2ccccc12)N1CCC(N2CCN(c3ccccc3)CC2)CC1	5	98.7	0.0	2.0	-1.0	0.0	95.7	0.0	100.8	0.0	24.6
CCC(C)OC(=O)C1=C(C)NC(=O)CC1c1ccccc1OC (configuration not stated)	18	100.1	-5.0	0.0	-1.0	-9.0	99.4	-2.0	99.4	-5.0	7.4
O=Cc1ccc(Oc2cc(-c3ccccc3)nc(-c3ccccc3)n2)cc1	11	100.5	0.0	0.0	1.0	-2.0	100.3	1.0	97.5	1.0	5.9
CCCCC(=O)Nc1ccc(N2CCN(C(=O)CC)CC2)cc1	46	101.5	3.0	-9.0	-9.0	2.0	102.1	1.0	102.5	-8.0	-69.8
COc1cccc(N2CCN(c3ncccn3)CC2)c1	7	96.0	0.0	0.0	0.0	0.0	99.0	1.0	105.8	0.0	-87.4
Cc1ccc(C2C3CN(C(C)C)CC=C3C(C#N)=C(N)C2(C#N)C#N)cc1 (configuration not stated)	10	99.0	-3.0	-5.0	-3.0	-3.0	98.3	-6.0	100.8	-9.0	-39.1
CC(C)Cc1cc(C(=O)NCc2cccnc2)no1	25	103.0	0.0	-7.0	-10.0	-1.0	101.9	-2.0	96.2	-4.0	-12.1
CCNS(=O)(=O)c1c(C)cc(N2CCCC2=O)cc1C	22	97.9	-1.0	-9.0	-14.0	1.0	98.2	-1.0	98.0	-8.0	-23.4
COc1cccc(NS(=O)(=O)c2cc(C)ccc2OC)c1	30	101.3	-1.0	0.0	-2.0	-2.0	109.9	-1.0	103.2	1.0	-0.4
CCOC(=O)c1[nH]c(C)c(C(=O)NC2CCCC2)c1C	13	101.3	-4.0	-14.0	-15.0	-7.0	102.7	-1.0	98.8	-13.0	-16.0
CCOc1cc2[nH]c(=O)n(CCCC(=O)N(C)Cc3ccccc3)c(=O)c2cc1OCC	55	97.9	0.0	-9.0	-9.0	-1.0	99.5	-1.0	101.8	-2.0	-5.1
Cc1cc(C)c(OCC(O)CN2CCN(c3ccccn3)CC2)c(C)c1 (configuration not stated)	18	100.5	0.0	0.0	-6.0	0.0	101.2	-1.0	?	0.0	2.2
COc1ccc(CCNC2CC(C)N(C)CC2C)cc1OC (configuration not stated)	38	101.0	-1.0	-14.0	-19.0	-6.0	101.6	-2.0	101.5	-8.0	22.2
O=C(c1ccco1)N1CCN(C(=O)c2oc(=O)c3ccccc3c2-c2ccccc2)CC1	19	97.4	0.0	-4.0	-10.0	-2.0	101.3	1.0	99.6	-3.0	-13.7
CCNC(=S)N(Cc1ccco1)Cc1cc2cc3c(cc2[nH]c1=O)OCCO3	12	98.5	0.0	-1.0	0.0	-3.0	87.4	-3.0	96.6	0.0	-32.4
COc1ccc(/C=C\C(=O)CC(O)(c2ccccc2)C(F)(F)F)cc1 (configuration not stated)	25	99.1	0.0	-6.0	-13.0	-10.0	100.8	-3.0	98.3	-14.0	3.8
COc1ccccc1NS(=O)(=O)c1cc([N+](=O)[O-])ccc1N/N=C/c1sc(N2CCOCC2)nc1-c1ccccc1	30	104.2	nt	nt	nt	nt	94.6	nt	106.0	?	-15.9
CCOc1ccccc1NC(=O)COC(=O)c1cc(C(=O)OC)cc([N+](=O)[O-])c1	10	99.9	-6.0	-7.0	-8.0	-5.0	101.9	-5.0	104.3	-4.0	-7.1
O=c1c2ccccc2c(C=Nc2ccc(S(=O)(=O)N3CCCCC3)cc2)c(O)n1-c1ccc(Cl)cn1	12	101.8	-3.0	-7.0	0.0	-5.0	103.5	-5.0	100.3	-5.0	-1.5
O=C1/C(=C/c2ccncc2)CCC/C1=C\c1ccncc1	11	97.7	-5.0	4.0	10.0	0.0	97.3	0.0	100.3	1.0	-8.4
COC(=O)c1cccc(NC(N)=S)c1	14	99.9	-2.0	-5.0	-9.0	-6.0	98.9	1.0	?	-4.0	-50.9
C=CCN(C)CC/C=C1\c2ccccc2CSc2ccccc21	11	100.1	-5.0	-6.0	-2.0	-7.0	101.7	-3.0	97.8	-2.0	-16.3
Cc1cc(NC(=O)Cn2cnc3c(cnn3C(C)(C)C)c2=O)no1	27	101.2	-4.0	-6.0	-21.0	-3.0	101.5	-6.0	101.7	-9.0	-9.2
O=c1cc2c(nn1Cc1ccccc1)-c1ccccc1CC2	13	99.7	0.0	-5.0	2.0	-1.0	98.0	-2.0	102.2	-3.0	16.9

Some of these compounds in order of length of the SMILES, rising:
SMILES	GSH bead fluor	RGS4-Gao reg	Bcl-W Bim block	Bim-Bcl-B	Bfl-1 Bim block	Bcl-XL Bim block	RGS8-Gao reg	Bim-Mcl-1	RGS7-Gao reg	Bcl-2 Bim block	Mcl1-Bid inh
COc1cccc(N2CCN(c3ncccn3)CC2)c1	7	96.0	0.0	0.0	0.0	0.0	99.0	1.0	105.8	0.0	-87.4
C=CCN(C)CC/C=C1\c2ccccc2CSc2ccccc21	11	100.1	-5.0	-6.0	-2.0	-7.0	101.7	-3.0	97.8	-2.0	-16.3
CCCCC(=O)Nc1ccc(N2CCN(C(=O)CC)CC2)cc1	46	101.5	3.0	-9.0	-9.0	2.0	102.1	1.0	102.5	-8.0	-69.8
Cc1ccc(C2C3CN(C(C)C)CC=C3C(C#N)=C(N)C2(C#N)C#N)cc1 (configuration not stated)	10	99.0	-3.0	-5.0	-3.0	-3.0	98.3	-6.0	100.8	-9.0	-39.1
CCOc1cc2[nH]c(=O)n(CCCC(=O)N(C)Cc3ccccc3)c(=O)c2cc1OCC	55	97.9	0.0	-9.0	-9.0	-1.0	99.5	-1.0	101.8	-2.0	-5.1
O=C(NCc1cc(C(F)(F)F)cc(C(F)(F)F)c1)C1CC(c2c(Cl)cccc2Cl)=NO1 (configuration not stated)	23	99.0	3.0	-5.0	-11.0	0.0	100.7	-1.0	99.3	0.0	-1.6

(more compounds)
SMILES	GSH bead fluor	RGS4-Gao reg	Bcl-W Bim block	Bim-Bcl-B	Bfl-1 Bim block	Bcl-XL Bim block	RGS8-Gao reg	Bim-Mcl-1	RGS7-Gao reg	Bcl-2 Bim block	Mcl1-Bid inh
O=c1[nH]c(=O)n(Cc2ccco2)c2c1C(C(F)(F)F)(C(F)(F)F)N=C(c1ccco1)N2	22	98.8	0.0	-5.0	-9.0	-6.0	99.2	-2.0	99.9	-11.0	13.0
Cc1ccc(-c2n[nH]c(=O)c3ccccc23)cc1S(=O)(=O)NC(C)(C)C	12	99.9	-1.0	-3.0	-6.0	-1.0	99.3	0.0	99.5	-3.0	-1.8
CC(C)c1ccc(NC(=S)N(C)CCc2ccccn2)cc1	10	97.5	0.0	6.0	5.0	1.0	99.8	0.0	97.8	0.0	-13.0
Cc1ccc(C(=O)N2CCN3C(=O)c4ccccc4C23c2ccccc2)cc1 (configuration not stated)	9	101.7	-3.0	-1.0	-4.0	-2.0	101.4	0.0	98.7	-3.0	-10.9
O=C(O)C1CCCCC1C(=O)NCCCc1ccccc1 (configuration not stated)	21	101.0	0.0	-2.0	-2.0	-1.0	101.4	-1.0	100.5	-2.0	1.0
Cc1cc(C)cc(NC(=O)c2cccn2-c2ncc(C(F)(F)F)cc2Cl)c1	36	105.5	3.0	-6.0	-11.0	-4.0	105.9	0.0	108.6	-8.0	-16.5
Cc1ccc(S(=O)(=O)NC2c3cccc4cccc(c34)C2Sc2nncn2C)cc1 (configuration not stated)	7	98.6	0.0	-5.0	0.0	-3.0	99.5	0.0	99.7	-4.0	-4.6
CCc1ccc(NC(=O)CN(c2ccc3c(c2)OCO3)S(=O)(=O)c2c(C)noc2C)cc1	23	100.7	2.0	-3.0	-7.0	0.0	101.8	1.0	101.8	-6.0	-15.1
CC(C)N(C(=O)Cc1ccccc1[N+](=O)[O-])C(C)C	15	100.8	0.0	-3.0	-2.0	-3.0	99.3	-1.0	?	-3.0	-19.1
O=C(Nc1ccncc1)c1ccc(C(=O)Nc2ccncc2)cc1	8	98.5	-2.0	-5.0	-4.0	-2.0	75.7	0.0	96.2	-4.0	-17.9
Cn1c(=O)c2c(nc(SCCCC#N)n2Cc2c(F)cccc2Cl)n(C)c1=O	14	98.5	-3.0	-9.0	-10.0	-8.0	99.0	-5.0	95.4	-9.0	-8.4
CC(=O)Nc1cc(S(=O)(=O)Nc2ccccc2C)c(C)cc1C	11	97.2	2.0	-4.0	-6.0	1.0	93.5	0.0	95.3	-1.0	2.0
O=C(NCCc1ccccc1)c1cc(-c2ccc3c(c2)OCO3)on1	4	92.9	0.0	-4.0	-13.0	-3.0	99.6	3.0	94.2	-4.0	-1.4
O=C(O)c1cccc(Nc2nc(-c3cccnc3)nc3ccccc23)c1	6	95.3	4.0	3.0	-3.0	3.0	96.8	2.0	98.9	0.0	-14.3
COCCn1c(=S)[nH]c2cc(C(=O)N3CCN(c4ccc(F)cc4)CC3)ccc2c1=O	15	99.6	-5.0	-10.0	-11.0	-6.0	102.1	-4.0	99.4	-9.0	-18.0
CCN1CCN(C(=O)c2cc(-c3cccnc3)nc3ccc(Br)cc23)CC1	4	101.7	-3.0	-3.0	-2.0	-6.0	99.0	-2.0	98.9	-4.0	-35.5
C=CCn1c(N)c(C(=O)Nc2ccc(C)cc2)sc1=S	56	97.0	0.0	-7.0	-10.0	1.0	99.0	0.0	100.0	-7.0	-12.7
Cc1ccc(S(=O)(=O)N(CC(=O)Nc2ccc(Cl)c([N+](=O)[O-])c2)C2CCCCC2)cc1	11	97.7	-2.0	-3.0	-4.0	-3.0	98.1	0.0	98.6	-4.0	-2.7
COC(=O)c1ccc(CN2C(=O)c3ccccc3S2(=O)=O)cc1	31	98.4	-1.0	-10.0	-15.0	-3.0	99.9	-4.0	96.9	-5.0	-13.1
Cc1cc(Cl)nc(-c2ccccc2)n1	11	101.1	1.0	-3.0	-1.0	-1.0	103.2	1.0	98.4	-2.0	-15.4
Cn1c(=O)c([N+](=O)[O-])c(NCCc2ccccc2)c2ccccc21	16	106.6	-2.0	-2.0	-7.0	-6.0	105.2	-1.0	107.7	-4.0	-24.7
Cc1cc(C)n2nc(Cc3ccccc3)nc2n1	29	108.2	0.0	-7.0	-9.0	-5.0	106.5	1.0	107.0	-5.0	-19.1
CCCCNC(=O)CCC(=O)Nc1ccc2nc(N3CCOCC3)cc(C)c2c1	49	100.3	0.0	1.0	-7.0	-1.0	102.0	0.0	97.9	1.0	11.6
CCOC(=O)N1CCN(C2CC(=O)N(c3ccc(F)cc3)C2=O)CC1 (configuration not stated)	7	95.8	0.0	-2.0	-2.0	-1.0	98.1	-1.0	96.1	0.0	-9.6
Nc1c(S(=O)(=O)c2ccccc2)nnn1-c1ccccc1	28	73.0	nt	nt	nt	nt	86.1	nt	87.6	?	-4.2
N/C(=N\O)c1ccc(NC(=O)c2cccs2)cc1	25	108.2	-3.0	-8.0	-20.0	-6.0	108.8	-6.0	103.7	-14.0	-18.1
OCCN1CCN(CC(O)COCCOc2ccc(Br)cc2)CC1 (configuration not stated)	5	97.2	-1.0	-4.0	-2.0	-1.0	96.5	-2.0	94.9	1.0	-26.4

Not a hit list (roughly 1.8% active in at least one column).
